GalR3 antagonist: blocks the human galanin receptor 3; O60755; HEK293 GalR3-CNG cAMP membrane potential fluorescence; galR3 body fused to GalR1 C-terminus; inhibition, % at 3 µM; 0.44% of 360,000 active; AID 651719;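 active = inhibition above the screen-wide average plus 3 SD, cut at about 13% in these data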;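 also: forskolin and galanin both at EC90 stimulate the cells; cAMP rise reported by CNG channel membrane potential dye signal; 0% = forskolin plus galanin with DMSO and 100% = forskolin alone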
Target sequence (O60755 1-299 limits assumed): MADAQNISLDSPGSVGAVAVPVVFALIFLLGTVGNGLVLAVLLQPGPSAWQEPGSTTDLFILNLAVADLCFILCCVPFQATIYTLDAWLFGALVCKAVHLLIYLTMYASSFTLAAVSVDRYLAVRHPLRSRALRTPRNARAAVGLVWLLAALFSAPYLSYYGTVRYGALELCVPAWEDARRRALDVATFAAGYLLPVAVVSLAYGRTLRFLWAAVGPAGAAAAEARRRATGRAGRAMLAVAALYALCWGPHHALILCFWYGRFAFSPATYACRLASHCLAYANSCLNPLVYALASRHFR
IMP-1 inhibitor: blocks Pseudomonas aeruginosa IMP-1 metallo-beta-lactamase; 0.45% of 290,000 active; AID 1556; purified IMP-1, nitrocefin hydrolysis, epi-absorbance fluorescence; inhibition, % at 5.6 µM;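 active = inhibition above the mean plus 3 SD of all compounds in the same screening run, cut at about 4.5% in these data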;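 also: 0% = IMP-1 with DMSO and 100% = DMSO wells lacking enzyme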
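Test system: recombinant IMP-1 enzyme, purified / Medium: HEPES buffer pH 7.1 with ZnSO4 and Brij 35 / Doses: single dose, 5.6 µM / Times: 25 °C, 15 min preincubation, 25 min reaction / Detection: Epi-absorbance via hydrolysed-nitrocefin quenching of white-plate fluorescence, 480/530 nm, EDTA stop / Evaluation: percent inhibition from optical density relative to buffer-blank wells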
NS3 helicase inh: blocks Hepatitis C virus NS3 helicase unwinding; 0.56% of 290,000 active; NS3 helicase DNA unwinding, Cy5 molecular beacon fluorescence; inhibition, % at 10.9 µM; AID 1800;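 active = inhibition above the mean of all tested compounds plus 3 SD, set per campaign, cut at about 35% in these data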;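 also: 0% = DMSO wells and 100% = thioflavine S control wells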
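test system = hepatitis C virus NS3 helicase domain fragment enzyme | reagent = annealed dual-labelled DNA beacon duplex, ATP-started | times = 1 h at 25 °C | detection = Cy5 fluorescence, 0 and 60 min reads | read-out basis = percent inhibition from t60/t0 fluorescence ratio | control set = DMSO and thioflavine S | replication = one well per compound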
IDE inh: inhibitors of human insulin-degrading enzyme in cells; P14735; HEK cells, FAbetaB cleavage, fluorescence polarization; inhibition, % at 5.59 µM; 0.41% of 320,000 active;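 active = percent inhibition above the average of all tested compounds plus 3 SD, set per screening campaign, cut at about 16% in these data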;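 also: IDE supplied by intact live HEK cells; FP after avidin binding of uncleaved biotin substrate so inhibition keeps polarization high; 0% = DMSO wells and 100% = 60 µM reference IDE inhibitor Ii1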
UBC9 SUMO inh: blocks human SUMOylation mediated by UBC9; inhibition, % at 35 µM; 0.36% of 290,000 active; HTRF SUMOylation assay, SAE1/SAE2 + UBC9, in vitro; in the data active = inhibition above about 50%, passing the limit was not always enough; also: strong numbers were not always called active
Target sequence (P63279 whole entry, looked up): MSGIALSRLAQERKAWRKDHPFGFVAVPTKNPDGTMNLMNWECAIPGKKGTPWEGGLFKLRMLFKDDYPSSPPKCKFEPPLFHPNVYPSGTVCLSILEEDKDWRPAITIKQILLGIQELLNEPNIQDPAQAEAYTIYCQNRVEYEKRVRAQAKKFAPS
VIM-2 inhibitor: inhibitors of Pseudomonas aeruginosa VIM-2 metallo-beta-lactamase. inhibition, % at 5.6 µM. 0.89% of 290,000 active. AID 1527. purified VIM-2, nitrocefin hydrolysis, epi-absorbance fluorescence;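 active = inhibition above the mean of all tested compounds plus 3 SD, cutoff set per screening run, cut at about 7.5% in these data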;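 also: red hydrolysis product quenches plate fluorescence so inhibitors raise well fluorescence; 0% = enzyme with DMSO and 100% = DMSO without enzyme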
IDE cell activ: IDE (human) activation, cell-based; AID 493087; 0.073% of 340,000 active; activation, % at 5.96 µM; P14735; HEK cells, FAbeta-B cleavage, fluorescence polarization; 0% vehicle, 100% cell-free pure enzyme wells;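 active = activation above the mean of all tested compounds plus 3 SD, set per screening campaign, cut at about 17% in these data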
p-CIP stab down: lowers stability of the mouse p/CIP coactivator protein | F442A p/CIP-EGFP cells, EGFP fluorescence, 16 h | decrease of EGFP signal, % at 10 µM | 0.01% of 290,000 active;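 active = EGFP signal decrease of at least 30% at 10 µM or well 3 SD below plate mean, unless failing retest; inactive = the rest, including hits failing retest or dose response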; also: some compounds called inactive have numbers as strong as hits; many of its hits are not listed in these tables
CRFBP-R2 block: blocks CRF-induced signaling of the CRF-BP/CRF-R2 complex; 0.59% of 350,000 active; inhibition, % at 11.8 µM; HEK293 CRF-R2/CRF-BP, CRF-induced calcium fluorescence;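 active = inhibition of the ligand-induced calcium signal above about 50% at the single tested concentration, limit read from the data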
An asterisk follows results filed as active.

CCOC(=O)C1CCCN(c2nc3c(C)cccn3c(=O)c2/C=C(\C#N)C(=O)NCc2ccco2)C1 (centres undefined) was read as GalR3 antagonist 2, IMP-1 inhibitor -0.8, NS3 helicase inh 1, IDE inh 7, UBC9 SUMO inh 16, VIM-2 inhibitor -0.2, IDE cell activ 7, p-CIP stab down 5 and CRFBP-R2 block 6.
Screening CCn1c(Cc2cccc3ccccc23)nnc1SCC(=O)Nc1nccs1 returned GalR3 antagonist -1, IMP-1 inhibitor -3.4, NS3 helicase inh -5, IDE inh 5, UBC9 SUMO inh 6, VIM-2 inhibitor -2.6, IDE cell activ 4, p-CIP stab down -11 and CRFBP-R2 block 6.
`O=C(Nc1cccc(-n2cnnn2)c1)c1ccncc1` gave GalR3 antagonist -7, IMP-1 inhibitor -0.4, NS3 helicase inh -2, IDE inh 2, UBC9 SUMO inh 11, VIM-2 inhibitor -0.7, IDE cell activ 0, p-CIP stab down 2 and CRFBP-R2 block 3.
For Cc1cccc(C)c1N1CCc2cn[nH]c21 the results were GalR3 antagonist -5, IMP-1 inhibitor -4.0, NS3 helicase inh 16, IDE inh 2, UBC9 SUMO inh -2, VIM-2 inhibitor -2.5, IDE cell activ 0, p-CIP stab down -6 and CRFBP-R2 block 8.
For COc1ccc(C2SCC(=O)N2C)cc1 (centres undefined) the results were GalR3 antagonist -8, IMP-1 inhibitor -0.1, NS3 helicase inh 2, IDE inh 0, UBC9 SUMO inh 9, VIM-2 inhibitor 0.6, IDE cell activ 2, p-CIP stab down -8 and CRFBP-R2 block 9.
For CCOC(=O)Nc1ccc(S(=O)(=O)NCCCN2CCOCC2)cc1 the results were GalR3 antagonist -4, IMP-1 inhibitor -1.4, NS3 helicase inh -11, IDE inh -1, UBC9 SUMO inh -3, VIM-2 inhibitor -0.6, IDE cell activ 7, p-CIP stab down 2 and CRFBP-R2 block 6.
CC1=C(C(=O)OCC(C)C)C(c2ccsc2)NC(=O)N1 (centres undefined) was read as GalR3 antagonist -4, IMP-1 inhibitor -3.4, NS3 helicase inh 2, IDE inh 2, UBC9 SUMO inh 0, VIM-2 inhibitor -4.1, IDE cell activ -9, p-CIP stab down 3 and CRFBP-R2 block -12.
`COC(=O)C[C@H]1c2cc(F)cc(F)c2S(=O)(=O)N1C1CCN(Cc2ccccc2)CC1` gave GalR3 antagonist -4, IDE inh 3, IDE cell activ 4 and CRFBP-R2 block 6.
For COc1ccc(NC(=O)CNC(=O)c2nn(-c3ccc(OC)cc3OC)c(=O)c3ccccc23)c(OC)c1 the results were GalR3 antagonist -4, IMP-1 inhibitor -1.6, NS3 helicase inh -12, IDE inh 0, UBC9 SUMO inh 18, VIM-2 inhibitor -0.1, IDE cell activ 1, p-CIP stab down -23 and CRFBP-R2 block -4.
For COc1ccc(/C=N/NC2=NS(=O)(=O)c3ccccc32)cc1OC the results were GalR3 antagonist -8, IMP-1 inhibitor -2.7, NS3 helicase inh 25, IDE inh -2, UBC9 SUMO inh 16, VIM-2 inhibitor -2.5, IDE cell activ 1, p-CIP stab down -4 and CRFBP-R2 block -6.
For CCO[C@@H]1OC(C(N)=O)=C[C@H](c2ccc(C(F)(F)F)cc2)[C@H]1CCCO the results were GalR3 antagonist 16*, IMP-1 inhibitor -1.4, NS3 helicase inh 9, IDE inh 3, UBC9 SUMO inh 6, VIM-2 inhibitor -1.4, IDE cell activ -1, p-CIP stab down -6 and CRFBP-R2 block 7.
Screening Cc1cccc(C)c1-n1nnnc1-c1cnccc1C(F)(F)F returned GalR3 antagonist -7, IMP-1 inhibitor -1.6, NS3 helicase inh -5, IDE inh 0, UBC9 SUMO inh 15, VIM-2 inhibitor -2.1, IDE cell activ 6, p-CIP stab down -6 and CRFBP-R2 block 4.
Screening CCCOc1ccc(C(=O)Nc2cc(-c3nn4c(C)nnc4s3)ccc2C)cc1 returned GalR3 antagonist 3, IMP-1 inhibitor -4.5, NS3 helicase inh -1, IDE inh 5, UBC9 SUMO inh 17, VIM-2 inhibitor -2.1, IDE cell activ -6, p-CIP stab down -20 and CRFBP-R2 block 7.
For CCNC(=S)N(CCCN(CC)CC)Cc1cc2cc3c(cc2[nH]c1=O)OCO3 the results were GalR3 antagonist -9, IMP-1 inhibitor -3.1, NS3 helicase inh -4, IDE inh 2, UBC9 SUMO inh 17, VIM-2 inhibitor -1.6, IDE cell activ 5, p-CIP stab down 3 and CRFBP-R2 block 20.
O=C(/C=C/c1ccc2c(c1)OCO2)Nc1nncs1 was read as GalR3 antagonist -5, IMP-1 inhibitor -4.3, NS3 helicase inh 11, IDE inh 6, UBC9 SUMO inh 7, VIM-2 inhibitor -2.5, p-CIP stab down -11 and CRFBP-R2 block 1.
For CCc1nnc(NC(=O)c2ccc(N3C(=O)CCC3=O)cc2)s1 the results were IMP-1 inhibitor -2.1, NS3 helicase inh 3, IDE inh 1, UBC9 SUMO inh 18, VIM-2 inhibitor -2.0, IDE cell activ 4, p-CIP stab down -4 and CRFBP-R2 block -37.
Screening COC(=O)c1cc(C(=O)OC)n(Cc2ccc(F)cc2)c1C returned GalR3 antagonist -2, IMP-1 inhibitor -1.4, NS3 helicase inh -3, IDE inh -2, UBC9 SUMO inh 10, VIM-2 inhibitor -1.7, IDE cell activ 1, p-CIP stab down -4 and CRFBP-R2 block 26.
O=C(OCc1nc2ccccc2s1)c1cccs1 was read as GalR3 antagonist -1, IMP-1 inhibitor -7.5, NS3 helicase inh -2, IDE inh -6, UBC9 SUMO inh 5, VIM-2 inhibitor -2.8, IDE cell activ -1, p-CIP stab down -9 and CRFBP-R2 block -15.
For CC(=O)N1CCOc2ccc(S(=O)(=O)N3CCN(c4cccc(C(F)(F)F)c4)CC3)cc21 the results were GalR3 antagonist -9, IMP-1 inhibitor -2.0, NS3 helicase inh -35, IDE inh -2, UBC9 SUMO inh -6, VIM-2 inhibitor -3.2, IDE cell activ -2, p-CIP stab down -7 and CRFBP-R2 block -11.
CCc1ccccc1NC(=O)C1CCCN1C(=O)NCc1ccccc1 (centres undefined) was read as GalR3 antagonist -8, IMP-1 inhibitor 0.1, NS3 helicase inh -3, IDE inh -4, UBC9 SUMO inh 6, VIM-2 inhibitor -0.5, IDE cell activ 4, p-CIP stab down -11 and CRFBP-R2 block -1.
Screening CCCCCCC(C)OC(=O)c1ccccc1C(=O)O (centres undefined) returned GalR3 antagonist -8, IMP-1 inhibitor -2.2, NS3 helicase inh 12, IDE inh -4, UBC9 SUMO inh 52, VIM-2 inhibitor -2.1, IDE cell activ 4, p-CIP stab down 0 and CRFBP-R2 block 31.
For COc1ccc(C(C(=O)NC2CCCC2)N(Cc2cccnc2)C(=O)c2snc(C(N)=O)c2N)cc1 (centres undefined) the results were GalR3 antagonist -4, IMP-1 inhibitor -1.7, NS3 helicase inh 2, IDE inh 4, UBC9 SUMO inh -1, VIM-2 inhibitor -3.6, IDE cell activ 2, p-CIP stab down 4 and CRFBP-R2 block 6.
For COc1ccc(NC(=O)c2cccnc2N2CCCCC2)cc1 the results were GalR3 antagonist 0, IMP-1 inhibitor -2.2, NS3 helicase inh -8, IDE inh 3, UBC9 SUMO inh 7, VIM-2 inhibitor -0.9, IDE cell activ 2, p-CIP stab down -24 and CRFBP-R2 block -7.
For Cn1nnnc1SCC(=O)N1CCCCC1 the results were GalR3 antagonist -10, IMP-1 inhibitor -1.5, NS3 helicase inh 7, IDE inh -1, UBC9 SUMO inh 1, VIM-2 inhibitor -2.1, IDE cell activ 2, p-CIP stab down 15 and CRFBP-R2 block 4.
CCc1ccc(N2C(=O)CC(N3CCN(c4ccccn4)CC3)C2=O)cc1 (centres undefined) was read as GalR3 antagonist 0, IMP-1 inhibitor -4.5, NS3 helicase inh 1, IDE inh 2, UBC9 SUMO inh 16, VIM-2 inhibitor -3.5, IDE cell activ -1, p-CIP stab down -20 and CRFBP-R2 block -8.
COc1ccc(-n2c(-c3cc(-c4ccccc4)sc3N)n[nH]c2=S)cc1 was read as GalR3 antagonist 3, IMP-1 inhibitor -1.5, NS3 helicase inh 2, IDE inh 3, UBC9 SUMO inh 8, VIM-2 inhibitor -3.2, IDE cell activ 0, p-CIP stab down -10 and CRFBP-R2 block -4.
For Oc1c(C(Nc2ccccn2)c2cccnc2)cc(Cl)c2cccnc12 (centres undefined) the results were GalR3 antagonist -4, IMP-1 inhibitor -2.5, NS3 helicase inh -35, IDE inh 1, UBC9 SUMO inh -56, VIM-2 inhibitor -1.7, IDE cell activ 4, p-CIP stab down 1 and CRFBP-R2 block -126.
CC(NC(=O)C(=O)N1CCCCC1)C(c1cccs1)N1CCN(c2ccccc2)CC1 (centres undefined) was read as GalR3 antagonist -7, IMP-1 inhibitor -3.1, NS3 helicase inh 8, IDE inh -3, UBC9 SUMO inh 14, VIM-2 inhibitor -1.5, IDE cell activ 4, p-CIP stab down -2 and CRFBP-R2 block -15.
`O=C(O)c1ccc(Cl)c(S(=O)(=O)N(Cc2ccccc2)c2ccc(F)cc2)c1` gave GalR3 antagonist -7, IMP-1 inhibitor -2.2, NS3 helicase inh -12, IDE inh 2, UBC9 SUMO inh 24, VIM-2 inhibitor -2.6, IDE cell activ 4, p-CIP stab down -7 and CRFBP-R2 block 9.
Screening COCCN(C(=O)C1=COCCO1)c1c(N)n(CC(C)C)c(=O)[nH]c1=O returned GalR3 antagonist -3, IDE inh 4, IDE cell activ -1 and CRFBP-R2 block 7.
`COc1ccccc1C(=O)Nc1cccc(NC(C)=O)c1` gave GalR3 antagonist -6, IMP-1 inhibitor -1.1, NS3 helicase inh 6, IDE inh 0, UBC9 SUMO inh 13, VIM-2 inhibitor -3.4, IDE cell activ 3, p-CIP stab down 4 and CRFBP-R2 block -12.
`COc1cccc(CN(C)C(=O)CSCC(=O)Nc2ccc(C)cc2)c1OC` gave GalR3 antagonist -4, IDE inh 1, IDE cell activ 6 and CRFBP-R2 block -1.
For COCC(C)N=C1NN=C(c2cccs2)C(CC(=O)O)S1 (centres undefined) the results were GalR3 antagonist -4, IMP-1 inhibitor -1.6, NS3 helicase inh -5, IDE inh 7, UBC9 SUMO inh 21, VIM-2 inhibitor -3.5, IDE cell activ 8, p-CIP stab down -4 and CRFBP-R2 block 11.
CCC1(C)NC(=O)N(/N=C/c2ccc(C)s2)C1=O (centres undefined) was read as GalR3 antagonist -8, IMP-1 inhibitor -1.0, NS3 helicase inh -10, IDE inh -2, UBC9 SUMO inh 7, VIM-2 inhibitor -0.9, IDE cell activ 6, p-CIP stab down -7 and CRFBP-R2 block 6.
Screening COc1ccc2oc(C(=O)OCC(=O)Nc3cc(S(=O)(=O)N4CCOCC4)ccc3C)c(C)c2c1 returned GalR3 antagonist -5, IDE inh 4, IDE cell activ 1 and CRFBP-R2 block 18.
`CCC1(c2ccccc2)NC(=O)N(CC(=O)N(C)CC(=O)Nc2c(C)cccc2C)C1=O` (centres undefined) gave GalR3 antagonist -3, IMP-1 inhibitor -4.7, NS3 helicase inh 9, IDE inh 6, UBC9 SUMO inh 3, VIM-2 inhibitor -3.3, IDE cell activ 0, p-CIP stab down 1 and CRFBP-R2 block 14.

Screens: PubChem BioAssay, several laboratories
